HCV inhibitor – inhibitors of hepatitis C virus infection; AID 651820; Potency, µM (doses to about 41.8 µM), for inactives: at the highest dose activity change, negative = inhibition, actives largely listed as inhibitors; Huh7.5.1 HCVcc-Cre infection, luciferase reporter, 44 h; 3.4% of 340,000 active; further: potency means the concentration at half of the fitted maximal effect; on the % scale 0 is the no-effect control and ±100 the full control effect
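Compounds are dispensed onto cells plated 4 h earlier at 1,000 per well, with HCVcc-Cre virus (about 0.5 moi) added next. Following 44 h of culture, luminescent signal is measured for 15 sec after 15 min with substrate at room temperature.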
Pf growth 48h – P. falciparum growth inhibition at 48 hours (one generation); P. falciparum luciferase growth in erythrocytes, 48 h; AID 504832; 5.9% of 310,000 active; Potency, µM (doses to about 28.7 µM), inactives show at the highest dose activity change, negative = inhibition, usual class: inhibitors; further: potency means the concentration at half of the fitted maximal effect; on the % scale 0 is the no-effect control and ±100 the full control effect
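A one-generation exposure of luciferase-tagged malaria parasites in RPMI 1640/Albumax erythrocyte culture, 37 C and 5% CO2. Inhibition is inferred from decreased luminescence after adding detection reagent.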
LmPK inh – inhibitors of Leishmania mexicana pyruvate kinase | Q27686 | 0.37% of 290,000 active | Potency, µM (series often up to 57.5 µM), for the others: at the highest dose activity change, negative = inhibition, actives largely listed as inhibitors | purified LmPK, Kinase-Glo ATP luminescence, 1 h | AID 1721; further: potency means the concentration at half of the fitted maximal effect; on the % scale 0 is the no-effect control and ±100 the full control effect
Target sequence (Q27686 whole entry, looked up): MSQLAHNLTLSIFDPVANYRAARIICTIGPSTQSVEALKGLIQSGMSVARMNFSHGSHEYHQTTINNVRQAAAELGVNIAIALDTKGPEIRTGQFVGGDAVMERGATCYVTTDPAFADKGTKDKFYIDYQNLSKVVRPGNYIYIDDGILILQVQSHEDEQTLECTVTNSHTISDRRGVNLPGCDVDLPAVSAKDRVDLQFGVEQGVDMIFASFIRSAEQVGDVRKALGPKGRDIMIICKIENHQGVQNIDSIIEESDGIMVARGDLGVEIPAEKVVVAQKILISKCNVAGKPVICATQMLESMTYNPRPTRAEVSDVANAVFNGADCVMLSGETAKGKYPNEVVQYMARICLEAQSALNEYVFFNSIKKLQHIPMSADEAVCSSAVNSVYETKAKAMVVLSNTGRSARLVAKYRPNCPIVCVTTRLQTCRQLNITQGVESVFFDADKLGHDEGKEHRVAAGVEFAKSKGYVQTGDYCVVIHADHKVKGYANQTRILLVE
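ATP generated from ADP (0.1 mM) and PEP (0.5 mM) by 0.1 nM LmPK over 1 h at room temperature (pH 7.2 imidazole buffer) was detected by coupled luciferase luminescence. Values were normalized to uninhibited and no-enzyme wells.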
Shiga toxin inh – blocks Shiga toxin action in Vero cells. 9.2% of 290,000 active. inhibition, % at 38.7 µM. Vero cells, Shiga toxin protein synthesis inhibition reporter. AID 2315; in the data active means inhibition mostly above about 28%, no sharp cut-off; inactive means mostly below about 43%; further: 0% is about no effect
Cycloheximide cs – affects cycloheximide protein synthesis inhibition readout, counter-screen; cell reporter, cycloheximide protein synthesis inhibition counterscreen; max response, %; 12% of 300,000 active; AID 2314; in the data active means max response mostly above about 13%, no sharp cut-off; inactive means mostly below about 14%; further: read at 38.3 µM for the half of the compounds with a filed dose; 0% is about no effect
TbPYK inhibitor – T. brucei pyruvate kinase inhibition | TbPYK enzyme, Kinase-Glo Plus ATP luminescence, 45 min | Potency, µM (titrated, usually from 76.8 µM), for the others: at the top dose activity, negative = inhibition, usual class: inhibitors | 0.12% of 410,000 active; further: potency means the concentration at half of the fitted maximal effect; on the % scale 0 is the no-effect control and ±100 the full control effect; nearly all actives have a fitted effect of over 50% in size
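Assay buffer: 50 mM TEA pH 7.2, 100 mM KCl, 10 mM MgCl2, 0.05% BSA, 0.01% Tween-20. Pyruvate kinase from T. brucei plus substrate met compound, then ADP (130 uM final). Luminescence was read post 45 min RT.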
Pf growth 96h – inhibits malaria parasite growth, 96 h. 6.9% of 320,000 active. P. falciparum luciferase reporter growth, 96 h. Potency, µM (doses to about 28.7 µM), without a hit: at the top dose activity change, negative = inhibition, usual class: inhibitors; further: potency means the concentration at half of the fitted maximal effect; on the % scale 0 is the no-effect control and ±100 the full control effect
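Infected RBCs, 2% Hct / 0.05% parasitemia final; luciferase-reporter P. falciparum; cpd 96 h, 37 C, 5% CO2; luciferase detection reagent; luminescence.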
An asterisk follows results filed as active; ? = inconclusive; / = not tested or not shown; & = joins results of further samples; [ ] = remark or other dose. Unless noted, the call rests on the fitted dose curve; in most records, active means well fitted curve in the direction sought with a large enough effect; inconclusive means small, poorly fitted or top-dose-only effect, or another doubt; inactive means no such curve, though single readings can be large; an effect the other way counts as inactive or inconclusive.

SMILES	HCV inhibitor	Pf growth 48h	LmPK inh	Shiga toxin inh	Cycloheximide cs	TbPYK inhibitor	Pf growth 96h
Cc1cccc(-n2c(SCC(=O)N3CC(=O)Nc4ccccc43)nc3ccccc3c2=O)c1C	?	?	1%	14	-4	-1%	3.7µM*
CCN(CC)CCCNC(=O)c1cc2c(=O)[nH]c3ccc(C)cc3c2s1	-16%	?	-7%	-4	0	-18%	26%
CCOC(=O)NN=C1c2ccccc2-c2ccccc21	?	25%	-2%	11	-1	2%	10µM*
CCc1ccc(NC(=O)COC(=O)/C=C/c2c(C)nn(C3CCS(=O)(=O)C3)c2Cl)cc1 (configuration not stated)	-6%	-4%	-3%	10	-1	0%	1%
Cc1cc(C)c2c(=O)cc(C(F)F)oc2c1	-6%	/	-4%	-19	4	-9%	5%
O=C(Nc1ccccc1F)c1ccc2nc(N3C(=O)CCC3=O)sc2c1	14%	83%[activator]	-1%	38	15	0%	367%[activator]
O=C(Cc1cccs1)Nc1nc(-c2ccccc2)cs1	?	/	1%	29	10	-17%	19%
Cc1cccc(NC(=O)CN2CCN(C(=O)C(C)Oc3ccc(C#N)cc3)CC2)c1C (configuration not stated)	9%	-29%	/	/	/	5%	?
O=C(c1ccco1)N1CCN(S(=O)(=O)c2cc(Cl)ccc2Cl)CC1	-2%	-24%	1%	-6	-3	-5%	?
CCOC(=O)c1nn(-c2ccccc2)c(=O)cc1OCC(=O)Nc1cccc(OC)c1	20%	0%	/	/	/	0%	4%
Cc1ccc(S(=O)(=O)N2CCCCC2CCNC(=O)C(=O)NCc2ccco2)cc1 (configuration not stated)	?	?	/	/	/	-11%	?
C[C@H](NC(=O)c1nc[nH]c1C(=O)N1CCc2ccccc2C1)C(=O)OCc1ccccc1	21%	39%[activator]	-1%	-8	-5	0%	22%
CCOC(=O)N1CCN(C(=O)c2ccc(NC(=O)c3ccc(C)cc3)cc2)CC1	-4%	?	1%	34	31*	-1%	/
COC(=O)c1cc(S(=O)(=O)N2CCC(C)CC2)cn1C	16%	11%	3%	-10	7	-5%	51%[activator]
CNC(=S)NN(c1ccccc1)c1ccccc1	24%	8%	-4%	-8	-3	-2%	-6%
CC(NC(=O)Nc1ccc([N+](=O)[O-])cc1)C(c1cccs1)N1CCCC1 (configuration not stated)	2%	?	1%	4	1	0%	9.3µM*
N#CCCNS(=O)(=O)c1ccc(C(=O)OCC2CCCCC2)cc1	?	14%	-1%	-1	-3	0%	9%
COc1cc(/C=C/C(=O)OCC(=O)N2CCC(C)CC2)ccc1OCC#N	-5%	-10%	/	/	/	-1%	?
COc1cc(OC)c(OC)cc1/C=C/c1cc(C(F)(F)F)[nH]c(=O)n1	-21%	12%	1%	-7	-3	-1%	33%[activator]
CCN(CC(N)=O)S(=O)(=O)c1ccc(F)cc1	4%	15%	-2%	-4	-1	-5%	41%[activator]
CN(CCCN1CCOCC1)Cc1cn(C)nc1-c1ccccc1F	1%	0%	-3%	-8	-2	3%	5.9µM*
Cc1ccc(SCC(=O)N2CCCC2)cc1	0%	70%[activator]	-1%	124*	23*	-6%	12%
CC(=O)N1c2ccc(S(=O)(=O)N(C)c3cc(C)ccc3C)cc2CC1C (configuration not stated)	-5%	1%[0.00184 µM]	3%	3	-2	0%	?
O=C(CSc1nnc(CNC(=O)c2ccccc2)o1)c1ccc(Cl)cc1	?	18%	2%	14	-1	1%	38%[activator]
CC1CN=C(N(C(=O)Nc2ccccc2)C(C)c2ccccc2)S1 (configuration not stated)	-1%	?	-5%	47	13*	0%	-20%

The list goes on; the last 5 above are carried over.
SMILES	HCV inhibitor	Pf growth 48h	LmPK inh	Shiga toxin inh	Cycloheximide cs	TbPYK inhibitor	Pf growth 96h
CN(CCCN1CCOCC1)Cc1cn(C)nc1-c1ccccc1F	1%	0%	-3%	-8	-2	3%	5.9µM*
Cc1ccc(SCC(=O)N2CCCC2)cc1	0%	70%[activator]	-1%	124*	23*	-6%	12%
CC(=O)N1c2ccc(S(=O)(=O)N(C)c3cc(C)ccc3C)cc2CC1C (configuration not stated)	-5%	1%[0.00184 µM]	3%	3	-2	0%	?
O=C(CSc1nnc(CNC(=O)c2ccccc2)o1)c1ccc(Cl)cc1	?	18%	2%	14	-1	1%	38%[activator]
CC1CN=C(N(C(=O)Nc2ccccc2)C(C)c2ccccc2)S1 (configuration not stated)	-1%	?	-5%	47	13*	0%	-20%
COc1ccc(C2=CC(=O)C[C@H](c3ccc(F)cc3)C2)cc1F	-7%	?	/	/	/	2%	?
O=C(NCc1ccc(Cl)cc1)C1CCN(c2cnccn2)CC1	10%	11%	-4%	-21	-6	-11%	-16%
O=C(c1cccc(Cl)c1)N1CCN(C(=O)c2ccccc2F)CC1	2%	0%	7%	-14	-1	-5%	/
CC1CCCCC1NC(=O)COC(=O)Cc1ccc(Br)cc1 (configuration not stated)	16%	-3%	5%	-11	-1	0%	27%
COc1cc(NC(=O)Cc2ccc(Cl)cc2)ccc1NC(=O)c1ccco1	?	?	-1%	11	5	-17%	?
c1ccc(-n2ncc3c2ncn2cnnc32)cc1	6%	38%[activator]	-1%	31	-2	3%	42%[activator]
Cc1ccc(NC(=O)N2CCc3ccccc3C2)cc1C	-13%	97%[activator]	-4%	152*	78*	-5%	?
Cc1ccc(C(C(=O)NCc2ccco2)N(CC2CCCO2)C(=O)Cn2nnc3ccccc32)cc1 (configuration not stated)	9%	?	4%	14	7	-1%	1%
CN1C(=O)C2(NCCc3c2[nH]c2ccccc32)c2ccccc21 (configuration not stated)	4%	?	4%	-5	-2	-2%	?
CCCCC/C=C\C/C=C\C/C=C\C/C=C\CCCC(=O)NCC(=O)O	/	-4%[2.67 µM]	/	/	/	-5%[7.03 µM]	-2%
CCC/C(O)=C1\C(=O)CC(C)(C)CC1=Nc1ccccc1OC	-27%	15%	1%	23	-6	-11%	-19%
Cc1ccc(O)c(C(CC(=O)N2CCCC2)c2ccccc2)c1 (configuration not stated)	11%	-1%	4%	6	-1	6%	0.37µM*
O=C(OCc1nnc(-c2ccc([N+](=O)[O-])cc2)o1)c1ccc(F)c(S(=O)(=O)N2CCOCC2)c1	-4%	-2%	/	/	/	7%	5%
O=C(O)CCC(=O)N1c2ccccc2NC2=C(C(=O)CC(c3ccc(F)cc3)C2)C1c1ccc([N+](=O)[O-])o1 (configuration not stated)	13%	3%	7%	-7	-1	3%	495%[activator]
COC(=O)C(C(=O)OC)c1ccc(N)cc1	-9%	?	-2%	-18	-1	-1%	11%
O=C(NC1CC1)C1CC(=O)N(c2ccc(F)cc2)C1 (configuration not stated)	6%	8%	2%	-5	-6	1%	33%[activator]
COC(=O)c1ccc(-n2c(CCC(=O)O)ccc2-c2ccc(C)cc2)cc1	0%	10%	-4%	-1	-4	-9%&-10%	?
O=[N+]([O-])c1c(Nc2ccc(O)cc2)cc(N2CCOCC2)c2nonc12	4%	16%	1%	8	3	3%	255%[activator]
Cc1[nH]c(C)c(S(=O)(=O)N(C)Cc2ccccc2)c1C(=O)N1CCCC1	1%	-3%	-5%	-2	-5	0%	-12%
Cc1ccc(C(CC(=O)O)NC(=O)CCNC(=O)c2ccco2)cc1 (configuration not stated)	10%	28%	/	/	/	4%	55%[activator]
CC(SC(=S)N1CCOCC1)C(=O)O (configuration not stated)	12%	-5%	0%	-7	-4	-2%	/
COc1ccc2ccccc2c1CNC(=O)CC1C(=O)NCCN1CC(C)C (configuration not stated)	?	?	6%	-10	1	-8%	?
COc1ccc(N2C(=O)C3CCCN3C2c2ccccc2)cc1Cl (configuration not stated)	11%	11%	-3%	-14	-2	-3%	-36%
N=c1ccn2c(n1)OC1C(O)C(CO)OC12 (configuration not stated)	-29%	25%	-1%	-4	-2	-2%	6%
O=C(CSc1ccccc1)NNC(=O)c1ccccc1O	-5%	10%	-5%	23	23	-2%	?

Further structures follow:
SMILES	HCV inhibitor	Pf growth 48h	LmPK inh	Shiga toxin inh	Cycloheximide cs	TbPYK inhibitor	Pf growth 96h
CCCCn1c(=O)nc2n(-c3ccccc3C)c3ccccc3cc-2c1=O	-20%	-7%	-1%	13	-4	4%	-29%
Cc1ccc(-c2ccc(=O)n(CC(=O)N3CCC4(CC3)OCCO4)n2)cc1	-2%	5%	2%	-3	-8	7%	?
O=C(Nc1ccccc1C(F)(F)F)c1ccc(F)c(S(=O)(=O)N2CCOCC2)c1	12%	-21%	-6%	-23	1	-4%	/
CCc1ccc(NC(=O)CNC(=O)Cn2ccc3ccccc3c2=O)cc1	6%	27%	-4%	-6	-4	-5%	?
Cc1cc(C)c(S(=O)(=O)Nn2cnnc2)c(C)c1	15%	33%[activator]	-6%	-11	1	3%	?
Fc1ccccc1-n1[nH]nnc1=S	0%	23%	-4%	28	5	-26%	40%[activator]
CC1=C(C)C(=O)C(N2CCOCC2)=CC1=O	30%	?	-21%	30	-1	-3%	?
CCCCN(C)C1CCN(C(=S)Nc2cccc(SC)c2)CC1	-16%	17%	-1%	-12	1	-10%	?
CC(Sc1ccc([N+](=O)[O-])cn1)C(=O)Nc1nccs1 (configuration not stated)	-13%	?	-3%	-2	-11	-27%	30%[activator]
CCOC(=O)N1CCC(NC(=O)c2ccc3c(c2)N(Cc2ccc(C)cc2)CCS3)CC1	-7%	?	2%	6	-3	-2%	?
CCOC(=O)CNC(=O)C1CCCN(c2ncccn2)C1 (configuration not stated)	/	28%	1%	-10	-8	-4%	/
N#Cc1nc(-c2ccc(Cl)cc2)oc1N1CCCCC1	?	16%	4%	27	6	-2%	33%[activator]
Cc1cc([N+](=O)[O-])nn1CC(=O)Nc1ccccn1	10%	19%	-3%	-6	0	1%	-21%
Fc1cccc(Nc2nc(Cl)nc(Cl)n2)c1	17%	3%	-1%	33	-4	3%	2%
CCc1nnc(NC(=O)Cn2nc(-c3ccccc3OC)ccc2=O)s1	16%	19%	-1%	-5	1	-11%	-21%
CN(C)CCNC(=O)C(=O)NCC1OCCN1S(=O)(=O)c1cc(F)ccc1F (configuration not stated)	19%	3%	-9%	-19	1	0%	?
CCc1ccc(CNC(=O)C2CCN(c3nnc(C)c4c(C)n(-c5ccc(C)cc5)nc34)CC2)cc1	8.9µM*	?	4%	-5	-4	4%&6%	?
Clc1ccccc1-c1ncc(-c2ccccc2)o1	17%	139%[activator]	-5%	/	26*	-1%	134%[activator]
COCCNC(=O)COc1ccc(C)cc1C	8%	/	3%	37	12	-6%	45%[activator]
COc1ccc(N2C(=O)CSC2c2ccc(F)cc2)cc1 (configuration not stated)	1%	-3%	-2%	-1	-2	-4%	?
COc1cc(CC(=O)NCCCc2ccccc2)cc(OC)c1OC	-6%	-3%	-1%	-5	-6	-4%	-1%
COc1cccc(OC)c1C(=O)Nc1ccc(N2CCN(C(=O)c3cccs3)CC2)cc1	/	?	-1%	-5	1	-12%	-2%
COc1ccc(-c2coc3cc(OC(=O)N4CCOCC4)ccc3c2=O)cc1	-28%	-4%	-1%	31*	26*	1%	?
Cc1cnc(CNC(=O)c2ccc3oc(C(C)C)nc3c2)[nH]1	4%	6%	-6%	20	14	2%	?
COc1ccc(OCCCSc2ncccn2)cc1	6%	136%[activator]	-2%	104*	39*	-8%	?

Screening results as filed in PubChem.
